High-throughput results (PubChem)
p53 reactivation: qHTS assay for re-activators of p53 using a Luc reporter; 320,000 tested, 0.063% active; H1299 p53-A138V BP100-luciferase reporter, luminescence, 24 h; Potency, µM (highest dose often 92.2 µM), inactives show at the highest dose activity change, positive = activation, usual class: activators; further: potency means the concentration at half of the fitted maximal effect; % of control where 0% means no effect; nearly all actives have a fitted effect of over 45% in size
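p53-null H1299 cells stably carrying temperature-sensitive p53-A138V and a BP100-luciferase reporter were pinned with compounds (4-point, 1:5 series) and held 24 hrs at 37 deg C. Luminescence was read 10 min after detection reagent.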
FLuc counter: qHTS profiling assay for firefly luciferase inhibitor/activator using purifed enzyme and Km concentrations of substrates (counterscreen for miR-21 project). Potency, µM (series often up to 57.5 µM), for the others: top-dose activity change, negative = inhibition, hits mostly inhibitors. Luciferin 4-monooxygenase (Photinus pyralis), P08659. purified FLuc, Km substrates, luminescence inhibition. 360,000 tested, 6.9% active;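 further: potency means the concentration at half of the fitted maximal effect; plate controls were vehicle for no effect and reference inhibitor for full effect; nearly all actives have a fitted effect of over 55% in size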
Target sequence (P08659 whole entry, looked up): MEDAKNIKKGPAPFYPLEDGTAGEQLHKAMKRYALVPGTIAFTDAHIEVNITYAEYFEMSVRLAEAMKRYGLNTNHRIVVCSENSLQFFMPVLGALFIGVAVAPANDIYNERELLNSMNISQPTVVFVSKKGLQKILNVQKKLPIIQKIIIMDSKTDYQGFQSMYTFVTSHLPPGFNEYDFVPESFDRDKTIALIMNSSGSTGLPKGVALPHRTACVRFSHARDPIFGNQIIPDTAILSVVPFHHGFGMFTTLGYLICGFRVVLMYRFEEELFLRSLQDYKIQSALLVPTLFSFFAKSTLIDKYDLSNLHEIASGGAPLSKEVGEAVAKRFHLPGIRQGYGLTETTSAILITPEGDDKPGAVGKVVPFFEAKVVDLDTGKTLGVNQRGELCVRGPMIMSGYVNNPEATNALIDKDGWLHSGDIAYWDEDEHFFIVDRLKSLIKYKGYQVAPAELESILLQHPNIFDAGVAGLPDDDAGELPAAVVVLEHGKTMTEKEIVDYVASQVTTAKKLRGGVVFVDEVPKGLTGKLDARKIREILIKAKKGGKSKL
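Purified P. pyralis luciferase, 10 nM final, with Km-level 10 uM D-luciferin and 10 uM ATP in 50 mM Tris acetate pH 7.5, 10 mM Mg acetate, 0.01% Tween-20, 0.05% BSA; 6-point qHTS titration about 60 µM downward; luminescence read.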
NPC1 promoter act: qHTS Assay for NPC1 Promoter Activators. Huh7 NPC1 promoter luciferase reporter, 24 h. 320,000 tested, 2.4% active. Potency, µM (doses to about 9.22 µM), inactives show at the highest dose activation, usual class: activators;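 further: potency means the concentration at half of the fitted maximal effect; % of control where 0% means no effect; nearly all actives have a fitted effect of over 60% in size; reporter is driven by a mutant NPC1 promoter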
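Readout is luciferase luminescence, reflecting NPC1 promoter activation in stably transfected Huh7 cells after 24 h compound exposure at 37 °C in reduced-serum medium with 10% FBS.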
TRPV1 agonist: HTS Assay for Compounds that Act as Agonists of the Vanilloid Receptor 1 | Transient receptor potential cation channel subfamily V member 1 (Homo sapiens), Q8NER1 | TRPV1-expressing cells, Fluo-8 calcium influx, agonist mode | activation, % at 8.33 µM | 320,000 tested, 0.19% active | AID 540275, 2011; in the data active means activation above about 80%; inconclusive means between about 30% and that limit; further: 0% is about no effect
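Fluo-8 calcium influx in TRPV1-expressing cells, kinetic read (ex 480/em 520 nm). Compound added and read 3 min for agonist activity, followed by capsaicin at EC20 final and 2 min further read for enhancement.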
Rab9 prom act: qHTS Assay for Rab9 Promoter Activators | Potency, µM (doses to about 9.22 µM), without a hit: at the top dose activation, negative = inhibition, actives largely listed as activators | AID 485297, 2010 | Huh7 Rab9 promoter-luciferase reporter, luminescence, 24 h | 320,000 tested, 2.8% active; further: potency means the concentration at half of the fitted maximal effect; % of control where 0% means no effect; nearly all actives have a fitted effect of over 60% in size
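Huh7 cells stably carrying a Rab9 promoter-luciferase reporter, 1500 cells per well in OP-MEM I with 10% FBS, treated with compound 24 hours at 37C. Luciferase activity read by luminescence after 10 minutes with Amplite reagent.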
ELG1 repair inh: qHTS screen for small molecules that inhibit ELG1-dependent DNA repair in human embryonic kidney (HEK293T) cells expressing luciferase-tagged ELG1. Potency, µM (series often up to 46.1 µM), without a hit: top-dose activity change, negative = inhibition, hits mostly inhibitors. HEK293T ELG1-luciferase reporter, luminescence, 16 h; DNA damage induced by 5-fluorouridine. 330,000 tested, 2.3% active; further: potency means the concentration at half of the fitted maximal effect; on the % scale 0 is the no-effect control and ±100 the full control effect; nearly all actives have a fitted effect of over 55% in size
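Overnight (16 hr) co-exposure of 2,000 cells/well to 5-fluorouridine and compound at 37 °C preceded detection. Luciferase was quantified via ONE-Glo luminescence; loss of signal denotes inhibition.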
Tb PFK block: qHTS Assay to Find Inhibitors of T. brucei phosphofructokinase. T. brucei PFK, ADP-Glo luminescence. Potency, µM (highest dose often 57.5 µM), inactives show at the highest dose activity, negative = inhibition, usual class: inhibitors. 330,000 tested, 0.17% active;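 further: potency means the concentration at half of the fitted maximal effect; 0% = uninhibited 1x PFK enzyme wells and -100% = no-enzyme wells; nearly all actives have a fitted effect of over 60% in size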
Target sequence (O15648 whole entry, looked up): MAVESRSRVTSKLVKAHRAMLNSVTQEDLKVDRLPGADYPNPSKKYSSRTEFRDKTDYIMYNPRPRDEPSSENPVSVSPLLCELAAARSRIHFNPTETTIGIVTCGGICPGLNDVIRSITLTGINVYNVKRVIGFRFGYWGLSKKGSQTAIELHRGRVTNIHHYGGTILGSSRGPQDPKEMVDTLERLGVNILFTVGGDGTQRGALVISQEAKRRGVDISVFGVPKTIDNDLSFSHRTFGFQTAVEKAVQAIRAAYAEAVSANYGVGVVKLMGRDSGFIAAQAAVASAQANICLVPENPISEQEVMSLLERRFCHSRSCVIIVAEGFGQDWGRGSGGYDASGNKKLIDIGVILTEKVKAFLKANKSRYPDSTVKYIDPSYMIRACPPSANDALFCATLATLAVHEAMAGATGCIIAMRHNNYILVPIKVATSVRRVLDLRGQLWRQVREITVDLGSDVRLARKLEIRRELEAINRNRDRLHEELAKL
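Luminescent ADP detection (ADP-Glo, two-step: ATP depletion then ADP-to-ATP conversion for luciferase) reported PFK activity after 45 min room-temperature reaction of 1.25 nM enzyme with 0.5 mM F6P and 0.1 mM ATP at pH 8.0.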
BRCA1 expr act: qHTS Assay to Identify Small Molecule Activators of BRCA1 Expression; MCF7-BRCA1-FFLuc reporter, luminescence, 48 h; response scale: scaled: vehicle 0%, 10 µM genistein 100%; Potency, µM (highest dose often 46.1 µM), for inactives: top-dose activation, most hits filed as activators; 380,000 tested, 1.1% active; AID 624202, 2012; further: potency means the concentration at half of the fitted maximal effect; nearly all actives have a fitted effect of over 80% in size; some results filed as inactive show a strong effect at the top dose
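Compounds are tested at multiple concentrations on MCF7 BRCA1-luciferase reporter cells seeded at 2000 per well; after 48 h, a single luminescence end-point is taken and curves fitted to the normalized data.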
Gal4-VP16 FLuc: VP16 counterscreen qHTS for inhibitors of ROR gamma transcriptional activity; Drosophila S2 Gal4-VP16 UAS-luciferase, luminescence, 20 h; Potency, µM (top dose mostly 53.6 µM), inactives show top-dose activity, negative = inhibition, most hits filed as inhibitors; 310,000 tested, 3.5% active;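 further: Gal4-VP16 expression switched on by copper sulfate through the metallothionein promoter; potency means the concentration at half of the fitted maximal effect; on the % scale 0 is the no-effect control and ±100 the full control effect; nearly all actives have a fitted effect of over 50% in size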
ELG1 genotoxic: qHTS screen for small molecules that induce genotoxicity in human embryonic kidney (HEK293T) cells expressing luciferase-tagged ELG1. Potency, µM (highest dose often 46 µM), for the others: at the highest dose activity change, positive = activation, hits mostly activators. HEK293T ELG1-luciferase reporter, luminescence, 16 h. AID 504466, 2011. 330,000 tested, 1.3% active; further: potency means the concentration at half of the fitted maximal effect; % of control where 0% means no effect; nearly all actives have a fitted effect of over 60% in size
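Luminescence read-out: rising ELG1-luciferase signal, reflecting elevated ELG1 protein under genetic stress, flags genotoxic compounds. Cells were treated for 16 hr at 37 °C before ONE-Glo detection.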
RORgamma inh: qHTS for inhibitors of ROR gamma transcriptional activity; Nuclear receptor ROR-gamma (Mus musculus), P51450; Drosophila S2 Gal4-RORgamma UAS-luciferase reporter, 20 h; Potency, µM (top dose mostly 53.6 µM), for the others: at the highest dose activity change, negative = inhibition, usual class: inhibitors; 310,000 tested, 5.4% active; further: potency means the concentration at half of the fitted maximal effect; on the % scale 0 is the no-effect control and ±100 the full control effect; nearly all actives have a fitted effect of over 60% in size
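Drosophila S2 cells stably expressing Gal4-DBD/mouse RORγ fusion under metallothionein promoter plus UAS-luciferase; compound 1 h, then 700 uM CuSO4 induction for 20 h at ambient temperature; inhibition read as reduced luminescence.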
Active calls of the source: *; ? = inconclusive; . = not tested or not shown; [ ] = remark or other dose. Unless noted, the call rests on the fitted dose curve; in most records, active means well fitted curve in the direction sought with a large enough effect; inconclusive means small, poorly fitted or top-dose-only effect, or another doubt; inactive means no such curve, though single readings can be large; an effect the other way counts as inactive or inconclusive.

SMILES	p53 reactivation	FLuc counter	NPC1 promoter act	TRPV1 agonist	Rab9 prom act	ELG1 repair inh	Tb PFK block	BRCA1 expr act	Gal4-VP16 FLuc	ELG1 genotoxic	RORgamma inh
CCc1ccccc1NC(=S)N(CCCN1CCOCC1)Cc1ccccn1	5%	2%	1%	7	-5%	8%	-4%	-9%	8%	-2%	-8%
Cc1cc(=O)n(C2CCS(=O)(=O)C2)[nH]1 (stereo not given)	1%	3%	0%	-6	-11%	0%	-4%	0%	-20%	2%	-8%
O=C(O)c1cccc(S(=O)(=O)NCCC(c2ccccc2)c2ccccc2)c1	14%	?	7%	1	1%	-7%	-3%	-10%	0%	1%	22%
Cc1csc(SCC(=O)Nc2cccc3nsnc23)n1	1%	?	13%	6	12%	2.6µM*	0%	-1%	?	-7%	-13%
Cc1cc2nc3c(c(=O)n2[nH]1)CCCC3	15%	-1%	0%	-3	1%	?	15%	-13%	-1%	5%	?
O=C(CSc1nncn1-c1ccccc1)NC1CCCC1	.	4%	4%	2	2%	-13%	3%	-2%	.	0%	.
COc1ccc(CN2CCC(n3nccc3NC(=O)CCOc3ccccc3)CC2)cc1C	-5%	3%	2%	0	-1%	-2%	-4%	-20%	-21%	-5%	32%
O=C(c1ccccc1)N1N=C(c2ccc(F)cc2)CC1(O)C(F)(F)F (stereo not given)	19%	4%	-3%	28	1%	?	7%	-22%	?	-10%	?
O=C(NCCc1ccccc1)c1ccc(Br)o1	?	?	?	?	4µM*	?	-1%	7.1µM*	-1%	?	8%
Cc1nc2ccccc2nc(C)c1=NOCc1ccc(Cl)cc1Cl	17%	2%	0%	3	-2%	2%	-1%	-20%	-12%	0%	28%
CC(C)(C)NC(=O)C(c1ccc(O)cc1)N(Cc1ccco1)C(=O)CCC(=O)Nc1ccccn1 (stereo not given)	2%	2%	-4%	-1	4%	-1%	1%	0%	1%	-2%	?
COc1ccc(C(=O)/C=C\c2ccc(NC(=O)c3cccs3)cc2)cc1	0%	?	-5%	8	3%	?	-2%	1%	-5%	4%	7%
COc1ccc(NC(=O)CCC(=O)N2CCN(S(=O)(=O)c3ccc(C)cc3)CC2)c(OC)c1	2%	-1%	-3%	-3	4%	0%	-3%	-5%	.	0%	.
Cc1nn(-c2cc(N3CCCCC3)ccc2N)c(=O)c2ccccc12	1%	0%	0%	-2	-2%	-3%	10%	4%	16%	-4%	5%
Cc1cc(C)c(C(=O)CSc2nnc(N)s2)c(C)c1	-2%	-6%	-2%	6	-37%[inhibitor]	5%	-6%	4%	-7%	0%	7%
CC(=O)c1cccc(NC(=O)CCN2C(=O)C3CC=CCC3C2=O)c1 (stereo not given)	19%	0%	-2%	-1	-7%	30%	3%	14%	.	1%	.
COc1cccc(NC(=S)N(CCc2c(C)[nH]c3ccccc23)Cc2cccs2)c1	14%	5%	-5%	0	-2%	?	5%	-39%	?	-6%	?
Cc1nn(CC(=O)N2CCN(C)CC2)c(=O)c2c1sc1ccccc12	6%	-1%	1%	4	0%	12%	9%	11%	6%	2%	-14%
COc1ccc(C(=O)NCc2nnc(SCC(=O)N3CCCC3)o2)cc1	-6%	-1%	0%	-1	1%	8%	-2%	-1%	0%	0%	-11%
CNC(=S)Nc1cc(Cl)ccc1Oc1ccccc1	-7%	-2%	-1%	22	-3%	-9%	0%	2%	?	0%	14µM*
CC(NC(=O)c1ccc(Br)o1)c1ccc(-n2ccnc2)cc1 (stereo not given)	?	.	.	.	.	1%	-8%	-23%	.	1%	.
CN(C)CCNC(=O)Cc1ncc(C(F)(F)F)cc1Cl	0%	0%	0%	3	1%	7%	-1%	28%	5%	0%	-4%
Cc1cc(C)nc(Nc2cccc(C(F)(F)F)c2)n1	-11%	-11%	-4%	-1	1%	-5%	1%	-19%	5%	3%	10%
NS(=O)(=O)c1ccc(NC(=O)CN2CCN(S(=O)(=O)c3cccs3)CC2)cc1	5%	-1%	-5%	-2	-7%	-4%	8%	-6%	.	1%	.
COc1ccccc1N1CCN(C(=O)c2ccccc2N(C)S(=O)(=O)c2ccc(C)cc2)CC1	-18%	-2%	-1%	0	-1%	-10%	17%	-27%	11%	-15%	35%
CCOc1ccccc1/C=N/NC(=O)c1cccc(S(=O)(=O)N(CC)CC)c1	-3%	-14%	-2%	2	?	?	-5%	-17%	14%	4%	-25%
Cc1ccc(/C=N/n2c(COc3ccccc3)n[nH]c2=S)cc1	-2%	2%	2%	21	-9%	2%	0%	2%	?	-3%	3.2µM*
CC(=O)NC1CCCN(O)C(=O)/C=C(\C)CCOC(=O)C(NC(C)=O)CCCN(O)C(=O)/C=C(\C)CCOC(=O)C(NC(C)=O)CCCN(O)C(=O)/C=C(\C)CCOC1=O (stereo not given)	0%	0%	-1%	-3	-2%	8%	-3%	8%	-22%	1%	-29%
CCCOc1cccc(/C=N/NC(=O)c2csc(C)c2C)c1	1%	4.8µM*	22%	-1	10%	3%	-3%	10%	-6%	6%	?
O=C(NCCc1ccc(F)cc1)c1ccncc1	15%	-3%	3%	?	22%	24%	1%	88%	13%	11%	19%

2 successive compounds from above, for reference:
SMILES	p53 reactivation	FLuc counter	NPC1 promoter act	TRPV1 agonist	Rab9 prom act	ELG1 repair inh	Tb PFK block	BRCA1 expr act	Gal4-VP16 FLuc	ELG1 genotoxic	RORgamma inh
COc1ccc(C(=O)NCc2nnc(SCC(=O)N3CCCC3)o2)cc1	-6%	-1%	0%	-1	1%	8%	-2%	-1%	0%	0%	-11%
CNC(=S)Nc1cc(Cl)ccc1Oc1ccccc1	-7%	-2%	-1%	22	-3%	-9%	0%	2%	?	0%	14µM*

Additional structures follow.
SMILES	p53 reactivation	FLuc counter	NPC1 promoter act	TRPV1 agonist	Rab9 prom act	ELG1 repair inh	Tb PFK block	BRCA1 expr act	Gal4-VP16 FLuc	ELG1 genotoxic	RORgamma inh
CCOC(=O)c1cccc(NC(=O)CCn2cccc2)c1	-8%	0%	2%	-1	-4%	?	0%	7%	15%	2%	22%
COC(=O)COc1ccc(/C=N/NC(=O)c2ccc(N(Cc3ccccc3)S(C)(=O)=O)cc2)cc1	-24%	2%	0%	-2	0%	-1%	-1%	-100%[inhibitor]	?	0%	?
CCN(CC)C(=O)c1cccc2c1C(=O)c1ccccc1-2	0%	3%	-1%	5	-6%	1%	6%	11%	-3%	-2%	-4%
O=C(C1CCCN(Cc2ccc(Cl)cc2)C1)N1CCCCC1 (stereo not given)	0%	-2%	-3%	?	5%	-14%	1%	-3%	14%	-9%	20%
O=C(NNC(=O)c1cc(OCC(F)(F)F)ccc1OCC(F)(F)F)c1ccc(Cl)c(Cl)c1	-11%	6%	-2%	-1	-9%	?	4%	-64%	?	-20%	?
O=C(COC(=O)c1cccc(NC(=O)c2ccco2)c1)c1ccc(Br)cc1	15%	1.7µM*	?	9	?	-15%	-2%	14%[1.84 µM]	2%	10%	36%
O=C(CN1CCOCC1)Nc1nc2ccc(Cl)cc2s1	-8%	?	3%	12	20%	6%	0%	50%	2%	4%	42%
O=C(CCSc1nnc(-c2ccco2)o1)Nc1ccccc1	23%	-1%	-3%	-3	0%	1%	-3%	0%	-13%	0%	21%
O=C(O)CC/C(=N/NC(=O)CNC(=O)Cc1ccc(Cl)cc1)c1ccccc1	-1%	0%	-2%	2	-4%	?	-4%	-2%	-10%	0%	-12%
Cc1ccc(C(C(=O)NC2CCCC2)N(C(=O)c2csnn2)c2cccc(F)c2)o1 (stereo not given)	-6%	0%	2%	2	1%	7%	-5%	-8%	1%	0%	-1%
O=S(=O)(NN=C1CCCCCC1)c1ccc(Cl)cc1	11%	-2%	-1%	0	0%	-16%	-7%	3%	-7%	-1%	11%
Cc1cccc(-n2nnc3cnn(C)c3c2=O)c1	2%	6%	3%	-5	-3%	?	0%	-17%	5%	-4%	20%
CCN(CC)CC(=O)c1c[nH]c2ccccc12	14%	-2%	8%	3	5%	0%	-4%	2%	-5%	0%	-2%
CCOC(=O)N1CCC(N(CCN(C)C)C(=S)Nc2cc(C)cc(C)c2)CC1	-2%	1%	-4%	-1	0%	-19%	4%	-22%	-8%	-4%	-21%
